H9c2 TAG inh: inhibitors of triacylglycerol accumulation; inhibition, % at 12.5 µM; H9c2 cells, Nile Red lipid (TAG) fluorescence; cells loaded with 200 µM oleic acid; AID 651582; 230,000 compounds, 0.66% hits;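 active = pattern-corrected inhibition of lipid staining of at least 50% with the nuclear-stain viability signal not falling by more than 50%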;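 also: 0% = DMSO wells and 100% = triacsin C control wells; some results filed as inactive read as strong as hits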
H9c2 TAG inh DAPI viability: also measured in H9c2 TAG inh; calls as there; DAPI nuclei signal change (viability), lower = more cytotoxic, %;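 whole-well DAPI fluorescence read on a plate reader as a viability signal; minus 50 percent equals half of cells still viable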
The depositor's hits bear a star.

Results follow in this order: H9c2 TAG inh | H9c2 TAG inh DAPI viability
COc1ccc(CC2(CO)CCN(Cc3cnn(-c4ccccc4OC)c3)CC2)cc1
  13 | -5
CC1(C)CC(=O)C2=C(C1)OC(N)=C(C#N)C2CCc1ccccc1 (stereo not given)
  -1 | 2
CCOc1ncccc1C(=O)Nc1ccc(F)cc1
  11 | -8
Cn1c(O)c(N=NC(=O)Cc2c[nH]c3ccccc23)c2ccccc21
  -17 | 11
COc1ccc(S(=O)(=O)N2CCN(C(=O)[C@H](Cc3ccccc3)NC(=O)c3ccco3)CC2)cc1
  14 | 3
O=C1C(Cl)=C(NCc2ccco2)C(=O)c2ccccc21
  65* | -47*
COC(=O)C1CN(Cc2ccccc2)C(=O)C1=O (stereo not given)
  -1 | 5
COc1ccc(N2C(=O)CC(N(CCc3ccccc3)C(=O)/C=C/C(=O)O)C2=O)cc1 (stereo not given)
  1 | -6
COc1ccccc1-c1sc2ccccc2c1-c1ccc2c(c1)OCCO2
  1 | 4
Cc1cccn2cc(CCNS(=O)(=O)c3cccc([N+](=O)[O-])c3)nc12
  -17 | 17
CCn1c(SCC(=O)O)nnc1-c1ccccc1
  4 | 2
CCN(CC)S(=O)(=O)c1ccc(O)c(C(=O)OCC(=O)Nc2ccc(OC(F)(F)F)cc2)c1
  -1 | 0
CCOc1ncccc1C(=O)Nc1ccc2c(c1)OCO2
  -5 | 1
CN(C(=S)SCc1ccccc1)C1CCS(=O)(=O)C1 (stereo not given)
  3 | 4
CN(Cc1ccccc1)C(=O)[C@H]1CCC(=O)N1Cc1ccco1
  14 | -4
Cc1ccccc1-n1c(C)cc(/C=N/Nc2ccc([N+](=O)[O-])cn2)c1C
  29 | -15
O=C(c1ccccc1Sc1c(Cl)cccc1[N+](=O)[O-])N1CCOCC1
  8 | -9
COc1cc(/C=C2/NC(=O)N(Cc3ccccc3F)C2=O)ccc1O
  59* | -25*
Cc1ccc(Nc2nnc(SCC(=O)NCCN3C(=O)CSC3=O)s2)cc1C
  24 | -8
CCCNC(=O)COc1cccc(C(=O)NCc2ccccc2)c1
  8 | -5
CC(C)C(=O)N(Cc1cc(=O)[nH]c2ccccc12)c1ccccc1
  8 | 5
CCOc1ccc(S(=O)(=O)N/N=C2/CCCC(=O)C2)cc1
  -6 | -4
COc1ccc(CCN(C)C(=O)CNC(=O)Cc2cccc3ccccc23)cc1OC
  -2 | -3
CCC1(CC)C(=O)NC(=S)N=C1N
  12 | -8
CC(C)Cc1nc2c(nnn2Cc2ccccc2F)c(=O)[nH]1
  -2 | -1
CC(C)n1cc(/C=C2/NC(=O)N(c3cccc(Cl)c3)C2=O)c2ccccc21
  55* | -17*
Cc1cc(C)cc(CC(=O)N2CCC2(C)C(=O)NS(=O)(=O)c2ccc(Br)cc2)c1 (stereo not given)
  1 | -1
COc1ccc(N2CCN(C(=O)COC(=O)CCOc3cc(C)ccc3C)CC2)cc1
  -18 | 3
N#C/C(=C\c1ccccc1)C(=O)OCC(=O)N1CCCC1
  4 | -2
COc1ccccc1CNC(=O)COC(=O)Cc1ccsc1
  5 | -11

Additional structures:
Results follow in this order: H9c2 TAG inh | H9c2 TAG inh DAPI viability
O=C1OC(c2ccccc2)=N/C1=C\C=C\c1ccccc1[N+](=O)[O-]
  -4 | 11
O=C(Nc1cccc(F)c1)C1CC(=O)N(c2ccc(Cl)cc2)C1 (stereo not given)
  0 | 5
COc1ccc(NC(=O)N(C)C[C@H]2Oc3c(NS(=O)(=O)c4cn(C)cn4)cccc3C(=O)N([C@H](C)CO)C[C@@H]2C)cc1
  -5 | -3
Nc1c2nc(-c3ccccc3Cl)[nH]c(=O)c2nc(=O)n1-c1ccccc1
  6 | 10
CCN(CC)c1ccc(NC(=O)CSc2nnc3nc(C)cc(C)n23)cc1
  18 | 1
O=C(Nc1nc(-c2ccc(F)c(F)c2)cs1)C1=COCCO1
  -3 | 0
COc1ccc(NC(=O)CNC(=O)Cn2c(C)cc3ccccc3c2=O)c(OC)c1
  5 | -1
COc1ccc(C(=O)c2coc3ccc(O)c(CN4CCCC4)c23)cc1
  -16 | -1
Nc1nc(NCc2cccs2)nn1-c1ccccc1
  -2 | -8
N#CC1=C(SCC(=O)Nc2ccccc2)NC(=O)CC1c1ccc(O)cc1 (stereo not given)
  2 | 9
Cc1ccc(-n2cccn2)c(CN2CCCC(C(=O)c3ccc4c(c3)OCO4)C2)c1 (stereo not given)
  -16 | 14
Cc1ccc(NC(=O)C2CC(=O)Nc3ncnn32)c(C)c1 (stereo not given)
  -3 | 1
Cc1ccc(-n2c(=S)[nH]c3c(oc4ccccc43)c2=O)cc1
  0 | 3
COc1ccc(-c2nc(CSCC(=O)NC3CCCc4ccccc43)c(C)o2)cc1 (stereo not given)
  2 | -12
O=C(O)c1cccc(OS(=O)(=O)c2cc(Br)ccc2Br)c1
  14 | 3
CC1(C)C2CCC1(CS(=O)(=O)Nc1cccc(S(N)(=O)=O)c1)C(=O)C2 (stereo not given)
  -1 | 3
O=C(CCl)Nc1cccc(S(=O)(=O)NC2=NCCCCC2)c1
  57* | -28*
CCn1c(=S)[nH]c2c(=O)n(C)c(=O)n(C)c21
  1 | 2
CCOc1ccccc1NC(=O)NCc1cccnc1
  13 | -10
Cc1c2c(nc3ccccc13)CCC(C)C2 (stereo not given)
  9 | 7
CC(C)Cc1cc(C(=O)Nc2cc(Br)ccc2O)no1
  11 | -16
CCCn1cnnc1CNC(=O)C1CCC(=O)N(CCc2cccc(F)c2)C1 (stereo not given)
  2 | 1
FC(F)Oc1ccc(NC(=S)Nn2cnnc2)cc1
  11 | 6
CC(C)CCOc1cccc(OCC(=O)NC2CCS(=O)(=O)C2)c1 (stereo not given)
  12 | -14
CCOC(=O)C1(CCOc2ccccc2)CCN(Cc2ccc(OC)cc2)CC1
  6 | 12
Cc1nonc1CC(=O)N1CCCC(C(=O)c2ccc(Cl)cc2)C1 (stereo not given)
  -4 | -10
CC(=O)NC(=O)COC(=O)/C=C/c1c(C)nn(Cc2c(Cl)cccc2Cl)c1Cl
  1 | 2
CCn1c(CN2CCN(CCO)CC2)nc2ccccc21
  8 | 6
O=c1c2ccccc2sc2ccc(Cl)cc12
  -12 | 8
Cc1nc2c(cc1C#N)C(=O)c1ccccc1-2
  3 | -3

An excerpt from above in order of length of the SMILES, ascending.
Results follow in this order: H9c2 TAG inh | H9c2 TAG inh DAPI viability
O=c1c2ccccc2sc2ccc(Cl)cc12
  -12 | 8
CCOc1ccccc1NC(=O)NCc1cccnc1
  13 | -10
Nc1nc(NCc2cccs2)nn1-c1ccccc1
  -2 | -8
FC(F)Oc1ccc(NC(=S)Nn2cnnc2)cc1
  11 | 6
CCn1c(CN2CCN(CCO)CC2)nc2ccccc21
  8 | 6
CC(C)Cc1cc(C(=O)Nc2cc(Br)ccc2O)no1
  11 | -16
CCn1c(=S)[nH]c2c(=O)n(C)c(=O)n(C)c21
  1 | 2
Cc1ccc(NC(=O)C2CC(=O)Nc3ncnn32)c(C)c1 (stereo not given)
  -3 | 1
O=C(Nc1nc(-c2ccc(F)c(F)c2)cs1)C1=COCCO1
  -3 | 0
O=C(O)c1cccc(OS(=O)(=O)c2cc(Br)ccc2Br)c1
  14 | 3
CC(C)CCOc1cccc(OCC(=O)NC2CCS(=O)(=O)C2)c1 (stereo not given)
  12 | -14
O=C(Nc1cccc(F)c1)C1CC(=O)N(c2ccc(Cl)cc2)C1 (stereo not given)
  0 | 5
COc1ccc(C(=O)c2coc3ccc(O)c(CN4CCCC4)c23)cc1
  -16 | -1
CCCn1cnnc1CNC(=O)C1CCC(=O)N(CCc2cccc(F)c2)C1 (stereo not given)
  2 | 1
N#CC1=C(SCC(=O)Nc2ccccc2)NC(=O)CC1c1ccc(O)cc1 (stereo not given)
  2 | 9
COc1ccc(-c2nc(CSCC(=O)NC3CCCc4ccccc43)c(C)o2)cc1 (stereo not given)
  2 | -12
COc1ccc(NC(=O)CNC(=O)Cn2c(C)cc3ccccc3c2=O)c(OC)c1
  5 | -1
Cc1ccc(-n2cccn2)c(CN2CCCC(C(=O)c3ccc4c(c3)OCO4)C2)c1 (stereo not given)
  -16 | 14
CC(=O)NC(=O)COC(=O)/C=C/c1c(C)nn(Cc2c(Cl)cccc2Cl)c1Cl
  1 | 2
COc1ccc(NC(=O)N(C)C[C@H]2Oc3c(NS(=O)(=O)c4cn(C)cn4)cccc3C(=O)N([C@H](C)CO)C[C@@H]2C)cc1
  -5 | -3

More results:
Results follow in this order: H9c2 TAG inh | H9c2 TAG inh DAPI viability
CCN(CC)CC(=O)Nn1c(C)nc2c(ncn2-c2ccccc2)c1=O
  11 | -4
CCOc1cc(N2CCOCC2)c(OCC)cc1NC(=O)CSc1nnc(N)s1
  -21 | 8
COc1ccc(C2CC(c3ccc([N+](=O)[O-])cc3)=NN2C(C)=O)cc1 (stereo not given)
  -8 | -9
CN(CC(=O)Nc1ccc(N2CCOCC2)cc1)C(=O)CCc1cc(C(C)(C)C)c(O)c(C(C)(C)C)c1
  9 | -3
COc1cc(/C=N/NC(=O)C(=O)NCC2CCCO2)ccc1OCC(=O)N1CCOCC1 (stereo not given)
  18 | -3
COc1cccc(CN2CCNC(=O)C2CC(=O)NCCN2CCOCC2)c1OC (stereo not given)
  1 | 3
O=C(Nc1ccc2c(c1)oc1ccccc12)c1ccc2c(c1)OCO2
  -3 | 7
FC(F)(F)c1cc(N2CCN(Cc3ccccc3)CC2)c2ccccc2n1
  -14 | 4
CCOc1ccc(Br)cc1S(=O)(=O)N1CCC(C(=O)O)CC1
  5 | -2

Profiles as entered above.
COc1ccccc1CNC(=O)COC(=O)Cc1ccsc1 is listed with H9c2 TAG inh = 5; H9c2 TAG inh DAPI viability = -11
CCn1c(CN2CCN(CCO)CC2)nc2ccccc21 is listed with H9c2 TAG inh = 8; H9c2 TAG inh DAPI viability = 6

Bioassay records (PubChem)

Only part of the results is shown (hit frequency here may not be typical).
